Assay outcomes deposited in PubChem by several laboratories.
ssDAF12 agonist – activates DAF-12 receptor from parasite S. stercoralis; activation, % at 6.8 µM; HEK293 ssDAF-12/GRIP1 lit1-tk-luc reporter, luminescence; % of 3 µM dafachronic acid response; 1% of 370,000 active; AID 652126;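 active = activation above the mean over all tested compounds plus 3 SD, cut at about 0.9% in these data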;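 note: 0% = DMSO-only wells and 100% = 3 µM delta7-dafachronic acid wells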
DAX1 inh-1 – inhibitors of human orphan nuclear receptor DAX1 (NR0B1) | inhibition, % at 6.75 µM | P51843 | AID 504766 | 0.99% of 340,000 active | HEK293 Gal4-DAX1 luciferase reporter, luminescence;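 active = inhibition above the mean over all tested compounds plus 3 SD, cut at about 4.2% in these data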;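 note: 0% = DAX1-transfected cells with DMSO and 100% = empty-vector control cells with DMSO; inhibition shows as a rise in luminescence from relieved DAX1 repression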
Target sequence (P51843 207-470 limits assumed): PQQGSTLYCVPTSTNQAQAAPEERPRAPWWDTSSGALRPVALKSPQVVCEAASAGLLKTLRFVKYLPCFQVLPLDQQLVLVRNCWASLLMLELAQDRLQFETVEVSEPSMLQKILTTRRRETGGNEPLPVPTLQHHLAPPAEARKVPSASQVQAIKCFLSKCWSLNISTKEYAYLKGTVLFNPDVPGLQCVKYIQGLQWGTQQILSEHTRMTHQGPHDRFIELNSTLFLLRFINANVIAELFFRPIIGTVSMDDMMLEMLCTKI
GC-A act – GC-A (human) enzyme activation; P16066; HEK293 GC-A cells, cGMP TR-FRET, EC30 ANP; 0% at EC30 ANP, 100% saturating ANP; activation, % at 10 µM; 0.14% of 370,000 active; AID 1671463; in the data active = activation above about 40%
ADAM10 inh – inhibitors of human ADAM10. O14672. recombinant ADAM10, EDANS/DABCYL FRET peptide cleavage, 3 h. inhibition, % at 7 µM. 0.62% of 370,000 active;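 active = inhibition above a per-campaign cutoff equal to the mean of compounds falling between control-based bounds plus 3 SD, cut at about 20% in these data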;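 note: 0% = DMSO wells while the 100% control is not disclosed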
PG9 binder – small molecules binding HIV-1 gp120 antibody PG9; TR-FRET gp120-PG9 antibody binding; 0.43% of 360,000 active; inhibition, % at 6.7 µM; in the data active = inhibition above about 8.5%
ADAM17 inh – inhibitors of human ADAM17. 0.83% of 370,000 active. P78536. inhibition, % at 6.95 µM. recombinant ADAM17, EDANS/DABCYL FRET peptide cleavage;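 active = inhibition above the mean of compounds lying between control limits plus 3 SD, set per campaign, cut at about 8.5% in these data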;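 note: 0% = DMSO-only wells as the low control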
Target sequence (P78536 215-824 limits assumed): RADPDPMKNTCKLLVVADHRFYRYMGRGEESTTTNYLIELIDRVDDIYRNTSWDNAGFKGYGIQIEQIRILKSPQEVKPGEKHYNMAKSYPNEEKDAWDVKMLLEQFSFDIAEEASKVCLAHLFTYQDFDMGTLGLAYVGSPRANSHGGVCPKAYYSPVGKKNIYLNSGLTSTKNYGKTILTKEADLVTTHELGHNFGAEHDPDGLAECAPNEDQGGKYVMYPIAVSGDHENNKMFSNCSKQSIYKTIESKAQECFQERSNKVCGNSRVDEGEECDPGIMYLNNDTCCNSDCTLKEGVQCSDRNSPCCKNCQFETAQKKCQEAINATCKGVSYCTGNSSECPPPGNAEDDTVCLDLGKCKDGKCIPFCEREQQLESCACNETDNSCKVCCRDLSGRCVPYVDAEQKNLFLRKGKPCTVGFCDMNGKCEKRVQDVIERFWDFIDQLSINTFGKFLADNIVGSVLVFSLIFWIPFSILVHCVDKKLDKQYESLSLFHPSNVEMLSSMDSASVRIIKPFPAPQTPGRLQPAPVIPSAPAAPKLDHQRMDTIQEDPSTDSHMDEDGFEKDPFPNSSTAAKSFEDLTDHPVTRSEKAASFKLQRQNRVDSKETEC
SMARCA2 act – increases SMARCA2 function in MMTV reporter cells | AID 652017 | activation, % at 9.1 µM | 1% of 370,000 active | MG213 cells, MMTV-luciferase reporter, dexamethasone, overnight; in the data active = activation above about 7.8%;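 note: 0% = vehicle wells and 100% = reference activator wells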
FXN GAA850 act – activators of GAA850 frataxin (FXN) promoter; HEK293 lucGAA850 FXN promoter luciferase reporter, 24 h; percent of 10 µM SAHA response; activation, % at 6 µM; 0.56% of 360,000 active; AID 540364;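 active = activation above the average of all compounds screened plus 3 SD, cutoff fixed separately per campaign, cut at about 7.5% in these data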;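 note: 0% = DMSO wells and 100% = 10 µM SAHA wells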
DAX1 inh-2 – inhibitors of DAX1 repression of SF-1 activated StAR promoter; AID 652010; 1.1% of 370,000 active; inhibition, % at 6.8 µM; HEK293T StAR-luciferase reporter, SF-1/DAX-1 repression relief;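 active = inhibition above the mean over all tested compounds plus 3 SD, cut at about 3.6% in these data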;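 note: 0% = DAX-1 cells with DMSO and 100% = cells lacking DAX-1 with DMSO; higher inhibition means more luminescence from relief of DAX-1 repression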
hcDAF-12 act – H. contortus DAF-12 activation, primary screen | activation, % at 6.8 µM | 1.4% of 370,000 active | AID 652067 | HEK293 hcDAF-12 lit1-tk-luc reporter, luminescence; 0% DMSO, 100% Δ7-dafachronic acid;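 active = activation above the mean of all tested compounds plus 3 SD, cut at about 5.5% in these data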;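 note: 100% = response to 3 µM Δ7-dafachronic acid high control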
hgDAF12 agonist – agonists of H. glycines DAF-12 nuclear receptor; HEK293 GAL4-hgDAF12 UAS-luciferase reporter, agonist luminescence; normalized to butyrate control; activation, % at 6.8 µM; 1.8% of 370,000 active;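 active = activation above a cutoff set at the mean of all screened compounds plus 3 SD, cut at about 10% in these data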;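 note: 0% = DMSO wells and 100% = sodium butyrate wells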
* = called active by the depositor; i = inactive; · = not tested or not shown.

entry	SMILES	ssDAF12 agonist	ADAM17 inh	DAX1 inh-2	PG9 binder	GC-A act	hgDAF12 agonist	SMARCA2 act	DAX1 inh-1	FXN GAA850 act	ADAM10 inh	hcDAF-12 act
1	COc1cccc(C(=O)N2C(C(C)C)COc3cc(Br)ccc3S2(=O)=O)c1 (stereo not given)	-0.7	1.8	-0.9	0.6	-7.7	-4.3	-7.4	1.1	-0.9	2.9	-1.6
2	Cc1cccc2nc3ccccc3cc12	-1.3	-181.9	-0.2	-4.8	-0.9	1.3	-3.0	2.5	1.5	-498.3	0.3
3	CCc1ccc2c(c1)Sc1ccccc1CC2N1CCN(C)CC1 (stereo not given)	-0.7	-0.5	1.0	-0.7	-26.2	1.0	-5.5	-1.9	-1.5	-3.9	0.1
4	Cc1nnc(SC(C)C(=O)NC2CCCc3ccccc32)n1-c1ccccc1 (stereo not given)	-1.1	-4.4	-0.7	-2.0	0.3	-2.4	-4.2	0.2	0.6	-1.9	-1.3
5	C#CCCOC(=O)N1C2=NC(C(=O)OC)=C(C(=O)OC)[C@@H]3Nc4ccccc4[C@]23C[C@H]1C(=O)OC	-1.0	-1.3	0.3	1.0	-4.1	-0.3	-0.6	0.5	0.7	9.7	-1.7
6	CCOC(=O)c1nn(-c2ccc(C)c(C)c2)c(=O)c2c(N)scc12	-0.9	-2.6	-0.2	-1.1	-3.0	-2.9	-0.3	-0.8	-1.6	-0.9	-0.8
7	COc1cc(NC(C)=O)c2ncccc2c1NC(C)=O	-0.8	-11.4	0.5	-0.5	0.7	-1.1	-0.6	2.0	2.8	-18.8	1.8
8	CCCCOCCCNC(=O)C[C@@H]1C[C@@]2(C(=O)OCC)CCCC=C2N(Cc2ccc3c(c2)OCO3)C1=O	-1.0	0.1	0.9	-1.6	-4.4	-1.8	-1.0	·	·	-3.6	-0.5
9	COc1ccc(Br)c(-c2nc(CS(=O)(=O)c3ccc(F)cc3)no2)c1	-2.3	-0.5	-0.4	-2.9	-8.6	2.4	-3.6	-1.6	-1.5	4.0	-0.7
10	CN1CCN(C(=O)/C(C#N)=C/c2ccc(OC(F)F)cc2)CC1	-1.2	-3.4	-0.4	-1.2	5.2	-2.1	0.5	1.1	0.6	6.7	-2.1
11	Cc1noc(C)c1-c1ccc2nc[nH]c(=O)c2c1	-1.4	-4.7	0.1	-0.1	3.4	4.0	0.1	1.0	-0.7	-5.2	-0.8
12	COc1cc2c(cc1OC)CN(C(=O)c1cc(Cl)nc(Cl)c1)CC2	-0.9	-9.7	-0.4	-2.7	1.4	-1.6	-3.3	1.8	1.0	-2.5	-2.3
13	O=C(Nc1cccnc1)c1ccc(COc2ccccc2Br)cc1	-1.7	2.0	-0.5	0.9	21.6	-1.9	-2.2	-1.9	-0.5	5.6	-4.5
14	O=C(Nc1ccc(OC(F)(F)F)cc1)Oc1ccccc1N1CCCCC1	-1.1	-1.9	0.2	-1.6	1.9	-0.2	0.8	·	-0.8	-2.0	-1.9
15	O=C(CCN1C(=O)c2ccccc2C1=O)NCCC1=CCCCC1	-0.8	-0.8	-0.2	-1.0	0.3	-0.2	-3.8	-1.1	-0.7	-3.3	0.6

More structures follow.
entry	SMILES	ssDAF12 agonist	ADAM17 inh	DAX1 inh-2	PG9 binder	GC-A act	hgDAF12 agonist	SMARCA2 act	DAX1 inh-1	FXN GAA850 act	ADAM10 inh	hcDAF-12 act
16	CCOC(=O)c1cnc(SCc2nc(N)nc(Nc3ccc(F)cc3)n2)nc1N	-1.8	2.5	-0.6	1.7	2.3	-0.9	-4.5	0.1	3.6	1.1	-2.2
17	CN(CCc1ccccn1)C(=O)c1ccc(OC2CCN(Cc3ccccn3)CC2)cc1	-1.1	-3.7	-0.3	0.2	-3.0	2.5	-0.5	-0.7	2.2	10.9	-0.4
18	N#Cc1nc(Cc2ccccc2)oc1NCc1ccccc1	-0.8	3.3	0.4	1.5	-2.1	2.2	0.7	-2.2	1.6	6.0	0.0
19	Nc1ccc(S(=O)(=O)N2CCOCCOCCOCCOCCOCC2)cc1	0.1	0.6	-0.5	-1.9	0.0	0.3	3.1	1.3	-1.6	1.3	-1.1
20	COC(=O)Cc1cc(C)cc2c(=O)cc(-c3ccoc3)oc12	-0.8	-22.3	-0.7	-0.9	21.1	-1.3	-4.0	·	1.7	-50.8	-0.8
21	CCOc1ccccc1N(C)C(=O)c1nn(-c2ccc(OC)cc2OC)c(=O)c2ccccc12	-1.9	0.1	-0.3	-1.1	-5.0	-2.3	2.5	-1.1	-1.9	3.2	-1.9
22	Cc1ccc(N=Nc2c(N)nn3c(C)cc(C)nc23)cc1	-2.0	-1.2	-0.5	-6.6	-0.8	3.2	2.8	-0.6	2.5	-1.7	0.7
23	CCOc1cc(C2C(C(=O)c3ccco3)=C(O)C(=O)N2CCc2ccccc2)ccc1O (stereo not given)	-1.2	4.8	0.1	-2.7	-4.8	0.0	1.7	0.7	-0.6	15.7	-1.4
24	COc1ccccc1S(=O)(=O)N(C)C[C@H]1OCc2cn(nn2)CCCC(=O)N([C@H](C)CO)C[C@@H]1C	-1.0	0.7	0.3	-0.9	3.6	1.6	-0.5	1.3	0.8	-12.1	-0.8
25	CCOc1ccc(S(=O)(=O)NCCC(=O)N2CCCN(C)CC2)cc1	-0.7	-5.6	-0.1	1.8	-0.1	0.1	-1.7	0.6	-1.0	-13.7	-1.6
26	COc1ccc(N2C(=O)c3ccc(C(=O)Nc4ccccc4OC)cc3C2=O)cc1	-0.8	1.3	0.1	-1.6	-1.9	0.1	-2.9	-0.9	1.6	-6.6	-2.0
27	COc1cccc(-c2nnc(Nc3nc4c(F)cccc4s3)o2)c1	0.4	-9.2	3.0	2.6	5.7	9.2	3.0	0.5	1.4	-25.5	8.3*
28	COC(=O)c1sc(S(=O)(=O)N2CCN(c3ccc(OC)cc3)CC2)c(C(=O)OC)c1C	-1.7	0.1	-0.3	1.1	-4.2	6.4	-1.3	-0.4	-0.9	5.6	-0.6
29	COc1ccc(CNC(=O)C(c2ccco2)N(C(=O)Cc2cccs2)c2cccnc2)cc1 (stereo not given)	-1.6	1.4	0.0	-0.2	-19.2	-3.4	-1.3	1.2	-1.7	-3.9	-1.2
30	CCS(=O)(=O)c1nc(S(=O)(=O)c2ccc(Cl)cc2)c(NCc2ccco2)s1	-1.4	2.2	0.2	-0.2	2.2	-0.3	-1.6	-0.5	2.5	8.3	-0.8

Continued:
entry	SMILES	ssDAF12 agonist	ADAM17 inh	DAX1 inh-2	PG9 binder	GC-A act	hgDAF12 agonist	SMARCA2 act	DAX1 inh-1	FXN GAA850 act	ADAM10 inh	hcDAF-12 act
31	CCn1cc(S(=O)(=O)NCCc2ccc(F)cc2)cn1	-0.8	2.0	0.3	-3.2	2.4	-0.6	-1.9	1.0	1.3	3.8	0.8
32	Cc1n[nH]c(=O)c2c(NC(=O)CSc3nnc(-c4ccncc4)n3C)oc(C)c12	-1.4	-4.0	2.0	2.2	2.3	-3.5	-1.9	1.0	0.0	-10.8	1.1
33	CC1(C)CC(=O)C2=C(C1)Nc1ncnn1C2c1ccccn1 (stereo not given)	-1.6	-4.8	-0.5	-4.6	1.8	-0.7	2.3	-1.4	0.6	-6.8	0.5
34	CC(=O)c1cc2c(cc1NS(=O)(=O)c1ccccc1Br)OCO2	-0.9	-3.9	0.2	-1.7	-11.7	-1.0	-0.3	-0.7	2.2	6.8	-1.7
35	COc1ccc(Cl)cc1NC(=O)CN(C)C(=O)Cc1ccsc1	-0.5	-1.1	1.1	-2.2	1.6	-0.1	-2.0	-0.7	-2.1	-5.3	-0.8
36	CCSc1cc(N2CCCC2)nc(-c2ccc(F)cc2)n1	-1.5	7.1	0.4	0.7	-7.5	-2.0	0.4	0.4	-0.3	5.4	0.3
37	Clc1ccc(C2=Nn3c(Cn4nnc5ccccc54)nnc3SC2)cc1	-1.3	-2.3	-0.5	-0.5	-8.6	1.0	-3.3	·	1.5	-9.1	-0.8
38	COCCNc1c2c(c(C#N)c3nc4ccccc4n13)CCCC2	-1.8	-35.3	-1.4	0.0	5.7	-4.2	-0.9	0.9	0.0	-81.1	-2.5
39	C/C=C(\C)C(=O)OC(C)(C)[C@H]1Cc2cc3ccc(=O)oc3cc2O1	-0.9	-394.8	-0.1	0.7	1.9	-0.6	-2.1	0.6	-1.1	i	-2.3
40	Cc1cccc(CN2CCC(n3nccc3NC(=O)CCCc3ccccc3)CC2)c1	-1.2	-1.5	0.5	-1.5	-14.4	1.0	-5.1	0.8	-2.8	0.9	-1.0
41	COc1cc(C(=O)Nc2ccc(NC(=O)C3CC3)nc2)cc(OC)c1OC	-0.8	-5.7	-0.7	0.3	-2.3	-0.6	-1.6	-0.3	1.4	-12.0	-0.9
42	COC(=O)[C@@H]1C[C@]2(OC(=O)c3ccccc3)C=CC(=O)C[C@@H]2N1C(=O)OCc1ccccc1	-1.9	2.8	-1.6	-1.2	-2.4	-4.0	-0.7	-2.4	-8.0	0.7	-3.0
43	Cc1ccc(C)c(N(Cc2cc3ccc(C)cc3[nH]c2=O)C(=O)c2ccco2)c1	-1.1	2.1	-0.6	-1.1	-6.9	-2.1	-5.6	0.5	-0.2	-6.4	0.6
44	O=C(CN1CCOCC1)Nc1ccc(F)cc1	-1.1	-2.2	-0.4	2.2	2.5	-3.1	2.0	0.1	1.6	-4.1	0.3
45	Cc1ccc(C=Nn2c(-c3n[nH]c4c3CCC4)n[nH]c2=S)o1	-0.7	-2.4	1.0	·	1.2	1.7	-6.3	·	·	-8.4	-1.1
46	Cc1cc(NC(=O)c2cc(-c3ccco3)on2)n(-c2ccccc2)n1	-0.7	-5.3	-0.1	0.0	-1.7	-3.2	-2.4	-1.0	0.1	4.0	-0.5
47	COc1ccc(/C=N/Nc2ncnc3scc(-c4ccccc4)c23)cc1OC	-1.8	3.9	-0.6	0.0	-1.1	-2.2	-3.8	0.3	2.4	-4.0	-2.5
48	CCCCn1c(N)c(-c2nc3ccccc3o2)c2c([N+](=O)[O-])nn(C)c(=O)c21	-1.9	-16.6	-1.0	-2.7	5.0	-2.1	-0.3	-1.2	0.8	-45.7	-1.1
